Assay outcomes deposited in PubChem by National Center for Advancing Translational Sciences (NCATS).
TSG101-PTAP inh: blocks PTAP/TSG101 interaction to inhibit HIV-1 budding | Q99816 | Fluorescence polarization, FITC-PTAP peptide / Tsg101 binding | Potency, µM (series often up to 115 µM), for the others: at the highest dose activity change, negative = inhibition, most hits filed as inhibitors | 340,000 tested, under 10 active; active means well fitted inhibition curve with a large enough effect in the main read-out, with a control signal flat, not every such curve was filed as active; inconclusive means small, poorly fitted or top-dose-only effect, or effect the other way, or a change in a side signal; inactive means no such curve, though single readings can be large or run the other way; further: potency means the concentration at half of the fitted maximal effect; % of control where 0% means no effect
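Fluorescence anisotropy tracks displacement of a FITC-tagged PTAP peptide (50 nM) from the Tsg101 binding domain (10 uM), following a 20 min room-temperature incubation at pH 7.5.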
ELG1 DNA repair: blocks ELG1-dependent DNA repair in HEK293T cells; Potency, µM (doses to about 46.1 µM), for inactives: at the highest dose activity change, negative = inhibition, most hits filed as inhibitors; 2.3% of 330,000 active; HEK293T ELG1-luciferase reporter, luminescence, 16 h; DNA damage induced by 5-fluorouridine; further: potency means the concentration at half of the fitted maximal effect; on the % scale 0 is the no-effect control and ±100 the full control effect; nearly all actives have a fitted effect of over 55% in size
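Reporter activity after DNA damage by 5-fluorouridine is monitored. Compound-treated cells incubate 16 hr at 37 °C, then ONE-Glo is added for 30 min before luminescence reading.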
TCR act: T cell receptor activation; 330,000 tested, under 10 active; Potency, µM (highest dose often 9.22 µM), inactives show at the top dose activation of IL-2 secretion, usual class: activators; primary human leukocytes, anti-CD3, IL-2 HTRF, 48 h; AID 504894; further: % of control where 0% means no effect
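Readout: HTRF IL-2, Eu-cryptate/d2 antibody pair, 320nm excitation, 665nm emission. Stimulus: a-CD3 beads, no co-stimulation. Cells: primary human leukocytes. Exposure: 48 hr with compound.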
TRPV1 ag: human TRPV1 agonism | TRPV1-expressing cells, Fluo-8 calcium influx, agonist mode | 0.19% of 320,000 active | activation, % at 8.33 µM; in the data active means activation above about 80%; inconclusive means between about 30% and that limit; further: 0% is about no effect
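TRPV1-expressing cells were cultured overnight at 35.5C and loaded with Fluo-8 calcium dye for 40 to 90 min at room temperature. After a 10 s baseline, compound was added and calcium influx was read kinetically for 3 min (ex 480/em 520 nm).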
A-T KAP1 phos: potential ataxia-telangiectasia treatment; 0.19% of 320,000 active; Potency, µM (top dose mostly 57.5 µM), for inactives: top-dose activation, hits mostly activators; […] A-T fibroblasts, KAP-1 phosphorylation AlphaLISA; neocarzinostatin DNA damage 30 min before lysis; AID 485349; further: potency means the concentration at half of the fitted maximal effect; % of control where 0% means no effect; nearly all actives have a fitted effect of over 45% in size
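ATM-like activity read as KAP-1 phosphorylation via AlphaLISA donor/acceptor antibody pairs after lysis and 6 hr at 25C. Cells were ATM-null patient fibroblasts ([…], hTERT), dosed 60 min, then exposed to the DSB inducer NCS for 30 min.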
Integrin act MD: activates integrin-mediated alleviation for muscular dystrophy | alpha7betagal myoblasts, beta-gal FDG fluorescence, 48 h | Potency, µM (top dose mostly 38.3 µM), inactives show top-dose activation, actives largely listed as activators | 0.064% of 350,000 active | AID 624291;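 further: potency means the concentration at half of the fitted maximal effect; 100% = response of the positive control SU9516; nearly all actives have a fitted effect of over 60% in size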
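alpha7betagal+/- myoblasts (passage 13, 250/well) treated 48 h at 37C with compounds at 1:260 dilution of DMSO stock. Lysed, then beta-galactosidase activity read as FDG fluorescence (ex 480/em 540) after 30 min, with pre-read for autofluorescence.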
B2AR arrestin: beta2AR (human) beta-arrestin recruitment activity. P07550. beta-arrestin recruitment to beta2AR, cell-based reporter. Potency, µM (doses to about 46.1 µM), for inactives: top-dose activation, usual class: activators. 0.02% of 330,000 active;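 further: potency means the concentration at half of the fitted maximal effect; 0% = DMSO controls and full agonism = EC100 isoproterenol or metaproterenol; nearly all actives have a fitted effect of over 65% in size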
CXXC DNA block: blocks binding of human MLL CXXC domain to DNA; AID 2662; 0.037% of 290,000 active; MLL-CXXC / FITC-HOXA9 DNA fluorescence polarization; Potency, µM (series often up to 115 µM), for inactives: at the highest dose activity change, negative = inhibition, hits mostly inhibitors; Q03164; active means well fitted inhibition curve with a large enough effect in the polarisation, with a control signal flat, not every such curve was filed as active; inconclusive means small, poorly fitted or top-dose-only effect, or effect the other way, or a change in a side signal; inactive means no such curve, though single readings can be large or run the other way; the % refers to the polarisation; further: potency means the concentration at half of the fitted maximal effect
Target sequence (Q03164 whole entry, looked up, the tested form may be a part): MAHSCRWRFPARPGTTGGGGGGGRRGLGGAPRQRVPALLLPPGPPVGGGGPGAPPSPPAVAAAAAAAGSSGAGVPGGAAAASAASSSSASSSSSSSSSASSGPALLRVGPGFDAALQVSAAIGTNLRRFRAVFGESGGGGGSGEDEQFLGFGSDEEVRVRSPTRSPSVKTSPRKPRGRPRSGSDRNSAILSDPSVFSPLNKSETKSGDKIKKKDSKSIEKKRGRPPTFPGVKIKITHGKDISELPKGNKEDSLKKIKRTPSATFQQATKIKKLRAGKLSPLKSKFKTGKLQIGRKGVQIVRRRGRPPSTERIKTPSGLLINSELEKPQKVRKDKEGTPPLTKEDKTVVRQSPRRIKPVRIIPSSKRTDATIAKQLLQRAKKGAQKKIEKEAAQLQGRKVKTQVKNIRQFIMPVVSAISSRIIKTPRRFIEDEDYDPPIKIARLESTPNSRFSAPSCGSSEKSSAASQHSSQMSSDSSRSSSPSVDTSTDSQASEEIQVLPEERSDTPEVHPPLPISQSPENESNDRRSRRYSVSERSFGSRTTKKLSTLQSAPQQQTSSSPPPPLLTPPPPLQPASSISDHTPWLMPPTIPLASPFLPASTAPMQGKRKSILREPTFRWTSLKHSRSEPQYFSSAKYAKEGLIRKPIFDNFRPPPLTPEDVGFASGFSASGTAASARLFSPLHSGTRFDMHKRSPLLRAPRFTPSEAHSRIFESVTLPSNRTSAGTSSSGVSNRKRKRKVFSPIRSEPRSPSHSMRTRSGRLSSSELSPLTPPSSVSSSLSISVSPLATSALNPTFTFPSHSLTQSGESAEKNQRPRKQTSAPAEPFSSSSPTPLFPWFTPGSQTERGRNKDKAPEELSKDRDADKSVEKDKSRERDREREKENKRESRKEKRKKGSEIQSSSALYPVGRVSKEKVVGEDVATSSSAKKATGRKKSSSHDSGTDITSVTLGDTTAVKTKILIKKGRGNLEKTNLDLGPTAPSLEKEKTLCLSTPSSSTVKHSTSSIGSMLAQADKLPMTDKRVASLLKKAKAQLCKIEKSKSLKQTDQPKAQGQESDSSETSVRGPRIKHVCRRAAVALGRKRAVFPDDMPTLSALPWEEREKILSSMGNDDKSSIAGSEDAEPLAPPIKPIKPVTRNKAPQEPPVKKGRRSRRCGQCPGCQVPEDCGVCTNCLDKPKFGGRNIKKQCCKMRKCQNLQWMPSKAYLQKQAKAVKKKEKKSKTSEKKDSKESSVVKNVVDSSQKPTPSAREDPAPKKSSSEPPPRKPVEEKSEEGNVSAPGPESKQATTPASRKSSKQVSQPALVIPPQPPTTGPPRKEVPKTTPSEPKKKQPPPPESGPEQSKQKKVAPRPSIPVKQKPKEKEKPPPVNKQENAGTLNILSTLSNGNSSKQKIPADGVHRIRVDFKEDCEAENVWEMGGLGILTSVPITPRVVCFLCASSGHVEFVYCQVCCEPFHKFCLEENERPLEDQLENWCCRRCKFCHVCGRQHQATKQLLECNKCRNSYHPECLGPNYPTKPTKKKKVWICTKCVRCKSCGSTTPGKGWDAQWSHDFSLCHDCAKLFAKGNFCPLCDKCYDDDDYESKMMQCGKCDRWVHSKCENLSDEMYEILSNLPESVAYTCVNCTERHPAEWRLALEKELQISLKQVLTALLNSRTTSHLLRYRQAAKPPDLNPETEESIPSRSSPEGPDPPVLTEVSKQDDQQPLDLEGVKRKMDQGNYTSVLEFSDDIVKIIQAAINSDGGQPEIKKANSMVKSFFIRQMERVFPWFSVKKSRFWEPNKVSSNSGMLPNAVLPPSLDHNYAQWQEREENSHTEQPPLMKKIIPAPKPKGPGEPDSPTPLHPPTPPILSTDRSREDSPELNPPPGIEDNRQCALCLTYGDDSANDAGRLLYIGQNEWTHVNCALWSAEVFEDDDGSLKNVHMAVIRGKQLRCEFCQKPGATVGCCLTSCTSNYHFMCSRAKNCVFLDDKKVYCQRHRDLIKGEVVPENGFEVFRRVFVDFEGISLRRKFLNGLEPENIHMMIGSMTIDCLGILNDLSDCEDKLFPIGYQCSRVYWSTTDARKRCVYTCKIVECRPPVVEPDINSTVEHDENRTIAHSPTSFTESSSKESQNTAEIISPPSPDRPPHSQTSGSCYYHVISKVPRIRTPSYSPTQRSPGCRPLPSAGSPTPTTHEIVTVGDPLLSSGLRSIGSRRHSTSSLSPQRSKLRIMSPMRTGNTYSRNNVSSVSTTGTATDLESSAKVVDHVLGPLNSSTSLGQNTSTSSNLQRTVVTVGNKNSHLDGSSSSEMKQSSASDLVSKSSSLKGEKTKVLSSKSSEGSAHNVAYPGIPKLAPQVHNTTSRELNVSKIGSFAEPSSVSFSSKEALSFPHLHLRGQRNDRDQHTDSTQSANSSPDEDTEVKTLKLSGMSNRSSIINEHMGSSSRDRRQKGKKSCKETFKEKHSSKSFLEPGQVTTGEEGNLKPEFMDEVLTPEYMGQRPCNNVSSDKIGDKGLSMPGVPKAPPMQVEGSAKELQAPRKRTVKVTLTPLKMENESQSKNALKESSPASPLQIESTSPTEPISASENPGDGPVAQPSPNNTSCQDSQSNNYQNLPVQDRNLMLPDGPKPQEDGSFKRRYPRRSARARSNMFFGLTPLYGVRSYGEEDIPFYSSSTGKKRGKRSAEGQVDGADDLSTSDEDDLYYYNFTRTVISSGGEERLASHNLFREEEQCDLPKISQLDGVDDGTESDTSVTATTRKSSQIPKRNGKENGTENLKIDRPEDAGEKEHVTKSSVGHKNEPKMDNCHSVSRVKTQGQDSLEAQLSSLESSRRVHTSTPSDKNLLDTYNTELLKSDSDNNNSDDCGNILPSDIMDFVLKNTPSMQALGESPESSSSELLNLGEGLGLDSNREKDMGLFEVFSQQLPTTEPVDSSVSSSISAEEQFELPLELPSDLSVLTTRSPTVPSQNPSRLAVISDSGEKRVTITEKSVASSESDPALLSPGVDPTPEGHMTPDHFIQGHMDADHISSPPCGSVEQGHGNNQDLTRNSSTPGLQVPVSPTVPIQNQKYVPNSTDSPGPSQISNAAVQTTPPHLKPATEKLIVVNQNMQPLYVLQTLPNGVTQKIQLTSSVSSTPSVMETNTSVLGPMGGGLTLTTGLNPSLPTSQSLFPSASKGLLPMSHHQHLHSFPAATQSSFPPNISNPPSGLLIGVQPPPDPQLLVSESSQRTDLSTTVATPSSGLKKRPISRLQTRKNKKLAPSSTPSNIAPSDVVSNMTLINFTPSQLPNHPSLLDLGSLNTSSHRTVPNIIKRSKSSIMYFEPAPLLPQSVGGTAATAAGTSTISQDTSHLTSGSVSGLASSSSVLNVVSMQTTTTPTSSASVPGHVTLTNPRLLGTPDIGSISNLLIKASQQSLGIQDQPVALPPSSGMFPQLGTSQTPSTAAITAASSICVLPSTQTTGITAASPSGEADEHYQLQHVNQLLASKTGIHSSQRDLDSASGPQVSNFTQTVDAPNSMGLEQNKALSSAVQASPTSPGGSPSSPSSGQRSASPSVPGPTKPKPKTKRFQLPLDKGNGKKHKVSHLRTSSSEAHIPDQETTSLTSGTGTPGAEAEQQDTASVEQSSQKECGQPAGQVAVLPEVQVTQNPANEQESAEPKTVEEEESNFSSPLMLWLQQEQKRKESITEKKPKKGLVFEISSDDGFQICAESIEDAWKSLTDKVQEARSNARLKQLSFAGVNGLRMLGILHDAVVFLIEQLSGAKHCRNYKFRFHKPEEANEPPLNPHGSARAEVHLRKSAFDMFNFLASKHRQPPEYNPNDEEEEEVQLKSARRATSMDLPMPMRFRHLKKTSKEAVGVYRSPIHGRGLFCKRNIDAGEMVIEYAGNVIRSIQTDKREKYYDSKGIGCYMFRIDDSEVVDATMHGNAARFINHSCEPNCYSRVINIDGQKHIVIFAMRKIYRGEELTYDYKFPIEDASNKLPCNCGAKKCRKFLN
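Fluorescence polarization: 7 uM MLL-CXXC (stock) preincubated 5 min with compounds, then 50 nM fluorescein-HOX-A9 DNA (stock) added; 30 min ambient. Buffer 50 mM Tris-HCl pH 7.5, 50 mM NaCl, 1 mM DTT, 0.05% BSA.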
p53 reactivation: re-activators of mutant p53; AID 504706; 0.063% of 320,000 active; H1299 p53-A138V BP100-luciferase reporter, luminescence, 24 h; Potency, µM (series often up to 92.2 µM), without a hit: at the highest dose activity change, positive = activation, hits mostly activators; further: potency means the concentration at half of the fitted maximal effect; % of control where 0% means no effect; nearly all actives have a fitted effect of over 45% in size
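H1299 (p53-null), stable ts p53-A138V + BP100-Luc; 1000 cells/well, Opti-MEM/10% FBS; cpd 4 pt, 1:5; 24 h, 37 deg C, 5% CO2; detection reagent 10 min RT; luminescence.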
BRCA1 expr up: increases BRCA1 expression; MCF7-BRCA1-FFLuc reporter, luminescence, 48 h; response scale: scaled: vehicle 0%, 10 µM genistein 100%; Potency, µM (top dose mostly 46.1 µM), for inactives: at the top dose activation, most hits filed as activators; 1.1% of 380,000 active; further: potency means the concentration at half of the fitted maximal effect; nearly all actives have a fitted effect of over 80% in size; some results filed as inactive show a strong effect at the top dose
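Activators of BRCA1 expression were detected as increased firefly luciferase luminescence in engineered MCF7 cells after 48 h compound incubation. Signals were scaled to genistein 10 microM as full activation.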
* hit, by the source's call; u = inconclusive; x = not tested or not shown; & = joins results of further samples; [ ] = another dose, or the depositor's remark. Unless noted, the call rests on the fitted dose curve; in most records, active means well fitted curve in the direction sought with a large enough effect; inconclusive means small, poorly fitted or top-dose-only effect, or another doubt; inactive means no such curve, though single readings can be large; an effect the other way counts as inactive or inconclusive.

No.	smiles	BRCA1 expr up	CXXC DNA block	ELG1 DNA repair	TCR act	B2AR arrestin	Integrin act MD	TRPV1 ag	p53 reactivation	A-T KAP1 phos	TSG101-PTAP inh
1	O=C(C1CCC1)N1CCN(S(=O)(=O)c2ccccc2)CC1	22%	x	18%	-6%	-3.6%	5%	4	1%	-2%	-14%
2	CCCCCCn1c(CN2CCC(C)CC2)nc2c1c(=O)n(C)c(=O)n2C	-1%	3%	14%	7%[46.1 µM]	-0.8%	-12%	1	-5%	1%	-1%
3	C/C(=N\Nc1cccc([N+](=O)[O-])c1)c1ccccc1O	0%	-16%	u	-4%	-0.2%	-32%	7	8%	-2%	0%
4	Cc1ccccc1-n1c(SCC(=O)N2CCCC2)nnc1-c1ccccn1	-10%	-6%	0%	-11%	-1.1%	2%	0	-4%	17%	-1%
5	CC(OC(=O)CNC(=O)c1cccc(F)c1)C(=O)NC1CCCCC1C (configuration not stated)	-9%	x	-2%	-2%	-1.0%	-60%	9	-2%	-2%	-2%
6	COc1cc(/C=N/NC(=O)c2cccnc2)ccc1OC(=O)c1cc(OC)c(OC)c(OC)c1	-5%	23%	u	3%	-0.4%	-46%[inhibitor]	-3	0%	7%	1%
7	COc1ccc(CCNC(=O)C2CCCN2C(=O)Nc2ccc(Cl)cc2)cc1OC (configuration not stated)	-3%	18%	-11%	3%	-0.3%	-33%	-2	x	-8%	-3%
8	O=C(NCc1ccc(F)cc1)NC(=O)c1ccc(Cl)cc1	-18%	-5%	8%	2%	0.3%	30%	0	0%	11%	-3%
9	O=C(c1ccc(Cl)cc1)N(Cc1cccs1)C1CCS(=O)(=O)C1 (configuration not stated)	8%	0%	2%	-2%	-2.3%	-6%	8	-8%	-9%	-1%
10	O=C(c1ccccc1)N1CCCc2ccccc21	-14%	2%	1%	-5%[46.1 µM]	-0.4%	25%	-1	-3%	-3%	-1%
11	COc1ccc(C(=O)C2CCCN(Cc3cccn3-c3ccccn3)C2)c(C)c1 (configuration not stated)	-65%	-5%	u	-3%	-0.8%	-21%	9	-4%	-1%	-1%
12	CCC(/C=N/NC(=O)CCCCC(=O)N/N=C/C(CC)CC)CC	5%	-2%	-3%	-1%[46.1 µM]	-0.6%	u	0	8%	1%	-6%
13	CC(Oc1ccc2c(-c3ccccc3)cc(=O)oc2c1)C(=O)N[C@H](Cc1c[nH]c2ccccc12)C(=O)O (some centres not stated)	-5%	-5%	u	2%	-0.3%	-14%	2	x	-7%	0%
14	CC(C)c1ccc(Nc2nnc(SCC(=O)Nc3ncc(S(=O)(=O)c4ccc([N+](=O)[O-])cc4)s3)s2)cc1	95%	29%	u	6%	0.0%	-24%	17	7%	1%	60%[activator]
15	O=P(Cc1ccccn1)(c1ccccc1)c1ccccc1	-21%	1%	-12%	-2%	-0.1%	5%	-3	-2%	-8%	-9%
16	CCCN1CCN(C(=O)c2cc(COc3ccc4ncccc4c3)on2)CC1	-11%	2%	-27%	-1%	-0.4%	-36%	-5	-5%	16%	-4%
17	Cc1c(C(=O)N2CCCCC2)c(S(=O)(=O)N2CCN(c3ccccc3F)CC2)c(C)n1C	5%	1%	-17%	6%	-0.5%	0%	4	-3%	-5%	0%
18	Cc1ccc(Cn2nnc3c(=O)n(CC(=O)N4CCCc5ccccc54)cnc32)cc1	-14%	0%	-28%	6%[46.1 µM]	-0.4%	14%	u	-8%	-2%	-6%
19	COc1ccc(C(CNC(=O)c2ccc(NS(=O)(=O)c3ccc(F)c(C)c3)cc2)N2CCCC2)cc1 (configuration not stated)	-14%	x	x	0%	x	-13%	x	x	x	-2%
20	COc1ccc(NC(=O)CN(C)C(=O)C(NC(=O)c2ccco2)C(C)C)cc1 (configuration not stated)	13%	x	4%	5%	0.4%	8%	0	-3%	2%	-1%
21	Cc1ccc(N2CCN(S(=O)(=O)N(C)C)CC2)c(C)c1	23%	9%	11%	5%	0.0%	11%	20	10%	3%	-2%
22	COc1ccc(/C=N/NC(=O)CNC(=O)/C=C/c2ccco2)cc1OC	-6%	u	9%	-1%	-0.6%	-29%	0	11%	-1%	0%
23	O=C(c1cccs1)N1CCN(C23CC4CC(CC(C4)C2)C3)CC1	1%	-5%	-25%	-9%	0.0%	-26%	12	-7%	14%	0%
24	Cc1ccc(NC(=O)C(C)N2C(=O)c3ccccc3C2=O)cc1 (configuration not stated)	-15%	-1%	-8%	-2%	-0.6%	25%	2	-5%	6%	-1%
25	COc1ccc2nc(NC(=O)CS(=O)(=O)Cc3ccccc3)sc2c1	47%	35%[activator]	24%	-26%	0.0%	-1%	17	9%	7%	0%
26	O=C(CNCCc1ccc(Cl)cc1)Nc1ccc(C(=O)N2CCCCC2)cc1	-12%	18%	-1%	3%	-0.8%	4%	11	-5%	8%	-2%
27	Cc1cc(C)n(CC(=O)NNC(=O)c2ccc(S(C)(=O)=O)cc2)n1	20%	x	4%	-4%[46.1 µM]	-0.6%	0%	x	6%	0%	0%
28	CCN(CCCNC(=O)Cn1ncc2c([nH]c3ccc(C)cc32)c1=O)c1cccc(C)c1	-1%	5%	22%	-2%	0.0%	10%	7	-3%	-4%	-4%
29	C/C(=N\NC(=O)C(=O)Nc1ccc(C)c(Cl)c1)c1ccncc1	-8%	3%	12%	5%[46.1 µM]	-0.1%	-10%	5	3%	14%	-3%
30	CC(=O)NC(CC(C)C)C(=O)NC(=O)NCc1ccccc1 (configuration not stated)	6%	2%	0%	-5%	0.1%	15%	0	-1%	9%	0%
31	O=C(c1ccncc1)N1CCN(c2ccc3ccccc3n2)CC1	4%	9%	u	-2%	-0.3%	4%	6	-4%	6%	-4%
32	CN(C)S(=O)(=O)c1cccc(COC(=O)c2cnccn2)c1	-12%	4%	-3%	13%	0.1%	-13%	-1	4%	8%	3%
33	COc1ccc(S(=O)(=O)Cc2ccc(C(=O)N3CCC(C(N)=O)CC3)o2)cc1	-2%	-3%	-3%	12%	0.0%	-22%	x	5%	11%	-2%
34	CCC(Sc1ccc2nnc(-c3cccnc3)n2n1)C(=O)OC (configuration not stated)	-22%&0%	3%	13%	4%	-0.3%	5%	-6	-1%	-3%	-2%
35	CC(=O)Nc1ccc(S(=O)(=O)N(C)CC(=O)Nc2ccccc2N2CCCC2)cc1	-5%	x	-16%	0%	-0.3%	1%	u	-1%	-9%	-2%
36	CCOc1ccccc1Nc1nnc(Cc2ccccc2Cl)c(=O)[nH]1	-20%	1%	5%	0%	3.5%	-9%	0	2%	3%	-12%
37	CN(c1ccccc1)S(=O)(=O)c1cccc(C(=O)OCC(=O)NCc2ccc3c(c2)OCO3)c1	1%	2%	-1%	3%[46.1 µM]	-0.2%	1%	11	-1%	3%	-5%
38	N/C(=N\OC(=O)c1cccc(Br)c1)c1ccncc1	14µM*	2%	u	0%	2.5%	-9%	19	4%	0%	-10%
39	CCOc1ccc(S(=O)(=O)c2c(C(=O)c3ccc(C)cc3)cnc3cc4c(cc23)OCCO4)cc1	0%	12%	-5%	-1%[46.1 µM]	-0.5%	-35%	-2	4%	1%	0%
40	CCN(CC)S(=O)(=O)c1ccc(N2CCOCC2)c(NC(=O)c2ccc(=O)[nH]c2)c1	2%	x	19%	1%[46.1 µM]	-0.1%	1%	x	-4%	-12%	1%

In the list so far, two have a nitro group on carbon.
No.	smiles	BRCA1 expr up	CXXC DNA block	ELG1 DNA repair	TCR act	B2AR arrestin	Integrin act MD	TRPV1 ag	p53 reactivation	A-T KAP1 phos	TSG101-PTAP inh
3	C/C(=N\Nc1cccc([N+](=O)[O-])c1)c1ccccc1O	0%	-16%	u	-4%	-0.2%	-32%	7	8%	-2%	0%
14	CC(C)c1ccc(Nc2nnc(SCC(=O)Nc3ncc(S(=O)(=O)c4ccc([N+](=O)[O-])cc4)s3)s2)cc1	95%	29%	u	6%	0.0%	-24%	17	7%	1%	60%[activator]

(further entries)
No.	smiles	BRCA1 expr up	CXXC DNA block	ELG1 DNA repair	TCR act	B2AR arrestin	Integrin act MD	TRPV1 ag	p53 reactivation	A-T KAP1 phos	TSG101-PTAP inh
41	Cc1ccccc1C(=O)/C=C1\NC(=O)CS1	-4%	0%	3%	11%	-0.4%	-3%	1	u	12%	-4%
42	Cc1ccc(Oc2cc(C#N)c(C#N)cc2-n2nnc3ccccc32)cc1C	-3%	10%	-2%	-7%	0.0%	-9%	1	-6%	4%	-1%
43	Cc1ccc(C(=O)NC(=C(Cl)Cl)S(=O)(=O)c2ccccc2)cc1	-61%	-4%	u	8%[46.1 µM]	0.3%	-61%[inhibitor]	23	u	-6%	0%
44	O=C(C1CN(S(=O)(=O)c2ccccc2)CCN1S(=O)(=O)c1ccccc1)N1CCCCCC1 (configuration not stated)	-10%	-7%	x	-6%	x	-26%	-3	x	x	-2%
45	CC(OC(=O)CNC(=O)c1ccco1)C(=O)Nc1ccc(Cl)cn1 (configuration not stated)	-12%	x	25%	5%	-0.2%	16%	-1	3%	-3%	-1%
46	C=CCSc1nc2sc(C)c(C)c2c(=O)n1N	-15%	8%	2%	1%[46.1 µM]	0.3%	-7%	0	-8%	-5%	-1%

Compounds as they come. About 3.8% of those tested had a hit in this group.
